# sEH activator: soluble epoxide hydrolase (human) activation; AID 717; activation, % at 2 µM; actives 0.04% (n = 91,000); purified human sEH enzymatic activity, activator screen; P34913; in the data active = activation above about 37%; also: values of inactives mirror those of a sister screen read the other way
# Target sequence (P34913 whole entry, looked up): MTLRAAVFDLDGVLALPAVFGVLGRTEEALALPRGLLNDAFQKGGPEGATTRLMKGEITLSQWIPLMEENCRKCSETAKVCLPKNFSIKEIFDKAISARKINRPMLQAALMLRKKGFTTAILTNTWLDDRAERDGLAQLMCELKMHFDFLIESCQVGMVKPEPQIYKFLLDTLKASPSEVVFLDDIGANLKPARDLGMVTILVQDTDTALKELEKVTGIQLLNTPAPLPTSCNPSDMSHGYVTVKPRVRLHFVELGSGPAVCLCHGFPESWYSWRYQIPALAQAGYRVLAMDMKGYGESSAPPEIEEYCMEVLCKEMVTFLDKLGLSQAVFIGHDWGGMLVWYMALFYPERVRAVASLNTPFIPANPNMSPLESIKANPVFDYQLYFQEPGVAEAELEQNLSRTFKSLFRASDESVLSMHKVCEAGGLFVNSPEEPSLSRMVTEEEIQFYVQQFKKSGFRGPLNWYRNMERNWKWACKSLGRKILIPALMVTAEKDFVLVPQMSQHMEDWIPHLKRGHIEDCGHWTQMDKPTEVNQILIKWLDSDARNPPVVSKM
# ERa SRC1 inh: blocks coactivator binding to human estrogen receptor alpha | actives 1.7% (n = 86,000) | inhibition, % at 25.6 µM | TR-FRET ER-alpha LBD / SRC-1 peptide, estradiol-bound; in the data active = inhibition above about 50%;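 also: 0% = receptor plus peptide control and 100% = peptide only without receptor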
# Candida biofilm: kills Candida albicans biofilms; C. albicans biofilm + clotrimazole, Alamar Blue; inhibition, % at 6 µM; actives 0.14% (n = 85,000);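 active = inhibition above 20%; inactive = inhibition below 20%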;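 also: preformed 24 hr biofilms exposed to compound for 48 hr; 0% = biofilm without compound and 100% = blank killed by clotrimazole plus chlorhexidine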
# Smad3 inh: inhibitors of human Smad3 transcription factor binding; P84022; TR-FRET Smad3/Dy647-FoxH1 peptide binding, europium anti-His; inhibition, % at 25 µM; actives 0.29% (n = 88,000); AID 630;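 active = compounds that reduce the energy-transfer binding signal between the protein and its labelled peptide by more than half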;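 also: 0% = Smad3 plus labelled peptide maximal FRET and 100% = peptide-only background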
# Target sequence (P84022 whole entry, looked up): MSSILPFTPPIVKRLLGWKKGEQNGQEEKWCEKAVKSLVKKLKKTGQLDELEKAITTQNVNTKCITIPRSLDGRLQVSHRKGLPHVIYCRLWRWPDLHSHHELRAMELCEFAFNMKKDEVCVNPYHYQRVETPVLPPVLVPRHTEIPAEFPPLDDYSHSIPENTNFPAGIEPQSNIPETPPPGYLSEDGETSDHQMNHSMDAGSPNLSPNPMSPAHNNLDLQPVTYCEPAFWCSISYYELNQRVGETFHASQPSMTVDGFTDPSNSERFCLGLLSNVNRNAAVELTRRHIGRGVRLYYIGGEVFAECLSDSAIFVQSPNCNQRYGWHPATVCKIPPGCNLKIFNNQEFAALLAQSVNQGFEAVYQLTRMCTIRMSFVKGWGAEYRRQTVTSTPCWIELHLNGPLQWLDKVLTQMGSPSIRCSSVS
# HUVEC prolif 384: inhibitors of human endothelial cell proliferation; HUVEC proliferation, CellTiter-Glo luminescence, 72 h; active compounds read low; viability, % at 10 µM (by protocol); actives 1.1% (n = 86,000); AID 648;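 active = viability at or below 30%; inactive = viability above 30%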;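 also: 100% = median luminescence of DMSO-only cell control wells on each plate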
# Lung fibro prol: blocks proliferation of human lung fibroblasts; LL 47 human lung fibroblast viability, ATP luminescence; active compounds read low; viability, % at 10 µM; actives 1.1% (n = 85,000); AID 719;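 active = viability at or below 50% in the single dose screen; inactive = viability above 50%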;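 also: compound exposure lasted 72 h before the ATP readout; 100% = median luminescence of untreated cell-only wells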
#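 Signal: luminescent ATP detection, CellTiter-Glo; assay system: LL 47 human lung fibroblasts; input: 1,150 cells/well; incubation: overnight cell rest, 72 h compound treatment at 37 °C; measure: % viability versus median cells-only luminescence; medium: IMEM growth medium with 15% fetal bovine serum; dosing: compound addition at 0.1% DMSO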
# ERa coact pot: enhances coactivator binding to human estrogen receptor alpha; coactivator binding (% of control), % at 25.6 µM; actives 1.3% (n = 86,000); AID 639; TR-FRET ERalpha-LBD/SRC-Cy5 coactivator binding, 2 h; 100 = basal binding, no effect; P03372; in the data active = activity above about 200%;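 also: binding measured in presence of low estradiol as agonist stimulus; 0% = peptide alone without receptor and 100% = receptor with peptide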
# H69AR inhibit: growth inhibitors of human H69AR lung tumor cells. H69AR lung tumor viability, ATP luminescence, 72 h; active compounds read low. viability, % at 10 µM. actives 6% (n = 85,000). AID 598;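 active = viability at or below 40%; inactive = viability above 40%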;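 also: multidrug resistant small cell line overexpressing MRP-1 efflux transporter; 100% = mean luminescence of untreated control wells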
# ERb SRC1 inh: ER-beta (human) coactivator binding inhibition; TR-FRET ER-beta LBD / SRC1-Cy5 peptide binding; receptor agonist-loaded with 1 µM estradiol; actives 1.3% (n = 86,000); Q92731; inhibition, % at 25.6 µM;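 active = compounds whose percent inhibition of the receptor-coactivator binding signal exceeds about 50% in the single-dose screen, limit read from the data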;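 also: 0% = receptor plus peptide wells without compound and 100% = peptide-only wells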
# * marks the source's active call; other numbers are inactive results; . = no result given; [ ] = remark or other dose. These rows are one share of the data, so the mix of outcomes need not match the whole.
# Order of values: sEH activator	ERa SRC1 inh	Candida biofilm	Smad3 inh	HUVEC prolif 384	Lung fibro prol	ERa coact pot	H69AR inhibit	ERb SRC1 inh
CCCCNC(=O)CSc1nc2ccc(N3CCOCC3)cc2c(=O)n1CCc1ccccc1
  .	24.8	9.1	-11.4[fluorescence artefact?]	26.1*	72.4	149.1[fluorescence artefact?]	8.9*	14.2
Cn1c(C(=O)N2CCCC2)cc2c(=O)n(C)c3ccccc3c21
  .	4.1	2.7	-8.8	99.9	93.1	97.4	80.4	12.6[fluorescence artefact?]
O=C(NCCc1ccccc1)c1cccnc1N1CCCCCC1
  10.9	-14.8	9.7	7.8	99.5	96.8	135.1	89.7	-23.6[fluorescence artefact?]
CN(CCCCCNC(=O)/C=N/O)Cc1ccccc1
  .	1.7	4.3	-24.8	93.9	107.3	108.1	97.0	5.5
Cc1ccc(NCc2nnc(SCC(=O)Nc3cccc(O)c3)n2CC2CCCO2)c(C)c1 (stereo not drawn)
  .	-1.9	0.3	12.6	86.1	92.0	109.0	75.8	-3.0
Cc1nc(CSc2nc3[nH]ncc3c(=O)n2-c2ccccc2)cs1
  0.8	1.3	8.1	-14.1	105.0	94.6	87.4	73.4	15.0
CCCN(CCC)C(=O)c1c(NC(=O)CC)sc2c1CCCCC2
  3.3	-5.9	6.6	5.8	105.9	87.9	103.2	98.1	-14.0
COc1ccc(S(=O)(=O)N2CCN(S(=O)(=O)c3ccc(C(F)(F)F)cc3)CC2)cc1C
  10.8	-0.3[fluorescence artefact?]	4.0	15.8[fluorescence artefact?]	81.9	89.8	106.2	89.5	0.3
COc1ccc(OC)c(N(CC(=O)N2CCC(C)CC2)S(=O)(=O)c2ccccc2)c1
  -1.1	-12.6	2.9	-16.1	87.5	92.6	115.0	77.2	-9.0
CCCCOc1c(Br)cc(/C=N/O)cc1OCC
  3.6	-2.8	11.2	-13.8	20.7*	88.6	87.7	2.0*	-2.8
CCN(CC)S(=O)(=O)c1ccc(F)cc1
  -6.2	-22.5	7.0	5.5	89.1	92.8	95.0	87.6	-21.7[fluorescence artefact?]
OCCN(Cc1ccccc1)Cc1ccc(Cl)cc1Cl
  10.6	-6.8	7.4	5.6	104.7	95.0	101.8	91.1	-7.7
CNC(=O)c1sc(-c2ccccc2)nc1C
  -1.9	-7.5[fluorescence artefact?]	8.7	0.5	108.8	115.0	90.5	95.9	-1.6
C=CCn1c(SCc2c(C(=O)OC)sc(N)c2C(=O)OC)nnc1-c1ccc(Cl)cc1
  5.8	-9.4	-2.7	-20.6	90.3	96.5	94.8	45.2	-4.0
CCOC(=O)C1CCN(Cc2ccc(O)c(OC)c2)CC1
  17.4	-3.4	0.1	10.8	94.9	91.2	130.0	83.2	-2.2[fluorescence artefact?]
CCOC(=O)CSc1nc2ccccc2c(=O)n1CC1CCCO1 (stereo not drawn)
  2.1	1.7	6.2	6.2[fluorescence artefact?]	100.1	103.6	94.0	87.7	-10.5[fluorescence artefact?]
CC(C)CN1C(=O)NC(NC(=O)c2cccnc2)(C(F)(F)F)C1=O (stereo not drawn)
  15.1	-13.9	2.2	6.1	103.0	92.3	123.5	100.4	0.4
CN1CC(=O)N(CC(=O)Nc2ccc(N(C)C)cc2)c2ccccc2C1=O
  -4.0	-0.3[fluorescence artefact?]	1.9	-14.9	101.8	106.4	93.4[fluorescence artefact?]	104.1	14.6[fluorescence artefact?]
O=C(CCCCn1c(=O)c2ccccc2n(CC(=O)NC2CCCC2)c1=O)NCc1ccco1
  .	-1.9	7.2	-4.4	102.3	95.4	121.4	94.8	-5.7
CCOC(=O)C1CCCN(C(=O)c2cc3c(-c4cccc(OC)c4)nn(C)c3s2)C1 (stereo not drawn)
  2.0	-1.5	6.7	5.4	72.7	94.8	103.6	21.7*	3.9
Cc1cc(C)nc(/N=C(/NC(=O)c2ccccc2)Nc2ccccc2)n1
  -6.1	-0.9	6.3	7.5	76.1	95.5	103.9	48.7	-1.4
COc1ccc(/C(N)=N/OC(=O)c2ccc(C)c([N+](=O)[O-])c2)cc1
  4.4	-1.9[fluorescence artefact?]	5.2	0.2	86.2	104.0	98.6	86.8	-7.2
COc1ccc(S(=O)(=O)N(CC(=O)N2CCN(c3ccccc3OC)CC2)c2ccccc2)cc1
  .	4.6	-3.4	-4.0	79.7	95.4	110.3	64.5	-5.1
Brc1cccc(-c2nc(-c3ccncc3)no2)c1
  .	2.3	1.8	-22.2	86.0	102.7	84.2[fluorescence artefact?]	98.3	6.3[fluorescence artefact?]
Cn1ccs/c1=N\S(=O)(=O)c1ccc(F)cc1
  11.9	-6.9	3.2	-2.5	92.4	107.3	110.6	89.1	-6.2
CCOC(=O)c1sc2nc(CC(=O)OC)nc(NCc3ccc(Cl)cc3)c2c1C
  -6.6	36.9[fluorescence artefact?]	-0.5	6.2	102.1	88.4	339.2*[fluorescence artefact?]	87.2	7.7[fluorescence artefact?]
CNc1oc(-c2cccs2)nc1C#N
  17.8	-7.9	3.5	-8.3	99.1	100.5	103.9	88.6	-6.9
COc1cc(S(=O)(=O)Nc2ccccc2)ccc1NC=O
  -8.1	10.0	-2.3	12.2	97.3	108.1	98.6	105.7	0.7[fluorescence artefact?]
C=C1c2ccccc2NC(=O)N1c1ccc(C)cc1
  -1.7	17.3	1.9	5.0	86.0	98.4	98.5	88.5	-2.2
CC(C)CCn1nc(C(=O)OC(C)C(=O)NC(N)=O)c2ccccc2c1=O (stereo not drawn)
  1.5	-5.4	6.3	7.3	108.5	99.4	117.0	101.2	-3.6
Cc1ccc(CNC(=O)CCn2nc(-c3ccc(Cl)cc3)ccc2=O)cc1
  -12.4	13.1	10.2	0.4	100.6	100.0	103.2	101.7	7.6
COc1ccc(N2CCN(CCCNS(=O)(=O)c3ccc4c(c3)oc(=O)n4C)CC2)cc1
  -5.1	3.5	4.1	3.9	102.7	97.4	111.0	91.7	5.8
c1cncc(-c2nc3ccccn3c2Nc2ccc3c(c2)OCCO3)c1
  -2.7	-5.9	12.4	-5.0	83.2	93.3	104.7	89.9	4.0
CCOc1ccc(C(N)=O)cc1OC
  7.1	1.3	6.0	2.5	90.8	96.8	105.2	96.0	-8.8
Nc1nc(CN2CCN(c3ccccn3)CC2)nc(Nc2ccc(F)cc2)n1
  2.0	3.7[fluorescence artefact?]	6.2	6.5	89.3	92.9	60.3[fluorescence artefact?]	77.2	4.3[fluorescence artefact?]
CC1CCCCN1C(=O)CSc1ccc(-c2ccc(F)cc2)nn1 (stereo not drawn)
  -0.6	-4.8	2.2	-1.3	102.3	91.0	129.8	78.4	-1.8
CCC(C)(C)NC(=O)C(c1ccco1)N(C(=O)CNC(=O)c1cccs1)c1cccnc1 (stereo not drawn)
  -1.3	8.8	1.8	0.3	114.9	106.5	105.8[fluorescence artefact?]	96.5	-5.7
CCOc1ccc(-c2nnc3sc(COc4ccc(Cl)cc4)nn23)cc1
  -0.3	19.7	0.4	1.6	91.4	101.6	117.7	68.0	-3.1[fluorescence artefact?]
N#CCSc1nc2scc(-c3cccs3)c2c(=O)n1CCc1ccccc1
  .	-15.9	2.2	-0.7	98.1	91.8	113.3	43.2	-5.0
Cc1ccc(CC2SC(=O)NC2=O)cc1Cl (stereo not drawn)
  .	-0.7	2.2	4.5	92.9	96.2	121.9	94.7	-0.2

# Five of these compounds in a different format.
molecule | sEH activator | ERa SRC1 inh | Candida biofilm | Smad3 inh | HUVEC prolif 384 | Lung fibro prol | ERa coact pot | H69AR inhibit | ERb SRC1 inh
CCC(C)(C)NC(=O)C(c1ccco1)N(C(=O)CNC(=O)c1cccs1)c1cccnc1 (stereo not drawn) | -1.3 | 8.8 | 1.8 | 0.3 | 114.9 | 106.5 | 105.8[fluorescence artefact?] | 96.5 | -5.7
c1cncc(-c2nc3ccccn3c2Nc2ccc3c(c2)OCCO3)c1 | -2.7 | -5.9 | 12.4 | -5.0 | 83.2 | 93.3 | 104.7 | 89.9 | 4.0
Nc1nc(CN2CCN(c3ccccn3)CC2)nc(Nc2ccc(F)cc2)n1 | 2.0 | 3.7[fluorescence artefact?] | 6.2 | 6.5 | 89.3 | 92.9 | 60.3[fluorescence artefact?] | 77.2 | 4.3[fluorescence artefact?]
CCOc1ccc(-c2nnc3sc(COc4ccc(Cl)cc4)nn23)cc1 | -0.3 | 19.7 | 0.4 | 1.6 | 91.4 | 101.6 | 117.7 | 68.0 | -3.1[fluorescence artefact?]
Cc1ccc(CC2SC(=O)NC2=O)cc1Cl (stereo not drawn) | . | -0.7 | 2.2 | 4.5 | 92.9 | 96.2 | 121.9 | 94.7 | -0.2

# (continued)
# Order of values: sEH activator	ERa SRC1 inh	Candida biofilm	Smad3 inh	HUVEC prolif 384	Lung fibro prol	ERa coact pot	H69AR inhibit	ERb SRC1 inh
CC(=O)Nc1c2c(nn1-c1cccc(Cl)c1)CS(=O)C2 (stereo not drawn)
  -2.3	6.8[fluorescence artefact?]	11.4	-7.2	102.4	96.9	91.8[fluorescence artefact?]	91.4	6.7
COC(=O)c1oc2ccc(Cl)cc2c1-n1cccc1
  -11.2	-7.7	6.1	-2.4	106.2	95.9	88.3	87.9	-2.5
CCOCCCNC(=O)C(NC(=O)c1cnccn1)c1ccc(OC)cc1 (stereo not drawn)
  2.4	2.6[fluorescence artefact?]	1.8	3.3	95.9	102.9	105.6	92.4	5.0[fluorescence artefact?]
COc1ccc(N(CC(=O)O)S(=O)(=O)c2c(C)n[nH]c2C)cc1
  -14.6	1.1	1.6	3.4	92.5	104.7	97.8	108.1	-1.6
CC(=O)NC(Cc1cnc[nH]1)C(=O)O (stereo not drawn)
  11.4	-2.1	6.7	10.3	100.0	99.2	92.6	93.1	-8.5
COc1ccccc1N1CCN(C(=O)CCNS(=O)(=O)c2ccc(Br)s2)CC1
  17.7	-6.5	7.3	2.2	84.7	90.6	112.2	91.8	-8.7

# Some of the entries so far, with each value named:
Cn1ccs/c1=N\S(=O)(=O)c1ccc(F)cc1
- sEH activator: 11.9
- ERa SRC1 inh: -6.9
- Candida biofilm: 3.2
- Smad3 inh: -2.5
- HUVEC prolif 384: 92.4
- Lung fibro prol: 107.3
- ERa coact pot: 110.6
- H69AR inhibit: 89.1
- ERb SRC1 inh: -6.2
CC(=O)Nc1c2c(nn1-c1cccc(Cl)c1)CS(=O)C2 (stereo not drawn)
- sEH activator: -2.3
- ERa SRC1 inh: 6.8[fluorescence artefact?]
- Candida biofilm: 11.4
- Smad3 inh: -7.2
- HUVEC prolif 384: 102.4
- Lung fibro prol: 96.9
- ERa coact pot: 91.8[fluorescence artefact?]
- H69AR inhibit: 91.4
- ERb SRC1 inh: 6.7
